# Bioassay records (PubChem)
# CHRM1 agonist – agonists of human M1 muscarinic receptor | CHO-K1 hM1, Fluo-8 calcium fluorescence, agonist mode; 0% DMSO, 100% acetylcholine EC100 | AID 588814 | activation, % at 3 µM | hit rate 0.33% among 360,000;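 active means activation above the run's mean compound activation plus 3 SD, cut at about 16% in these data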;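 further: peak over basal fluorescence ratio within a 140 s kinetic read after compound addition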
# CHRM1 antagonist – human CHRM1 antagonism; CHO-K1 hM1, Fluo-8 calcium fluorescence, ACh EC80 antagonist; P11229; inhibition, % at 3 µM; AID 588852; hit rate 1.3% among 360,000;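 active means percent inhibition above its own plate's cutoff, namely the mean of that plate's compound wells plus 3 SD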;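 further: peak over basal fluorescence ratio during 140 s after agonist addition; 0% = ACh EC80 plus DMSO and 100% = DMSO alone without agonist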
# OXTR ag – agonists of human oxytocin receptor; CHO-OTR cells, Fluo-8 calcium fluorescence; normalized: DMSO 0%, oxytocin 100%; activation, % at 3 µM; hit rate 0.32% among 320,000; P30559;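 active means activation above the mean of all tested compounds plus 3 SD, cutoff set per screening run, cut at about 20% in these data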;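 further: peak over basal fluorescence ratio from a 100 s FLIPR kinetic read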
# Target sequence (P30559 whole entry, looked up): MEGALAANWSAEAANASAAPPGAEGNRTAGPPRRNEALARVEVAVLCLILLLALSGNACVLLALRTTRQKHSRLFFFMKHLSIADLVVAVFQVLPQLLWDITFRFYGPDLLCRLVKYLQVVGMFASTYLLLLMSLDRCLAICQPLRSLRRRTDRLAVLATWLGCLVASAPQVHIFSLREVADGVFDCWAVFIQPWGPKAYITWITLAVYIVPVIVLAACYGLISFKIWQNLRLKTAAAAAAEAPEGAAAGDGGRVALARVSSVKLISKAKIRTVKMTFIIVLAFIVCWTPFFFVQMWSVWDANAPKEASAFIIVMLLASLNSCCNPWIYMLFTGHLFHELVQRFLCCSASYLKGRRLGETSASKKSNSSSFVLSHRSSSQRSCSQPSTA
# CHO parental Ca – counter-screen for OX1R antagonists: effect in parental CHO cells; hit rate 0.63% among 330,000; AID 463079; inhibition, % at 5.6 µM; parental CHO-K1, ATP-induced calcium, Fluo-8 fluorescence;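 active means inhibition above that plate's mean sample inhibition plus 3 SD, cut at about 26% in these data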;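 further: 0% = ATP-challenged DMSO wells and 100% = DMSO wells without ATP; some compounds past the cut are filed as inactive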
#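 test system = CHO parental line | reagent = ATP stimulus | measured by = intracellular calcium via Fluo-8 no-wash fluorescent dye | control set = ATP and no-ATP DMSO wells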
# TAAR1 ag – agonists of human TAAR1; activation, % at 3 µM; Q96RJ0; CHO RD-HGA16 TAAR1, Fluo-8 calcium fluorescence; vehicle wells 0%, saturating PEA agonist 100%; hit rate 0.99% among 360,000; AID 624467;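 active means activation above the mean activation of all test compounds in the run plus 3 SD, cut at about 38% in these data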
#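 Test system: RD-HGA16 (CHO) cells co-expressing Gα16 and hTAAR1; dosing: one-point dosing at 3 µM (nominal); timing: 17-24 h seeding, 75 min 37 °C dye, 30 min RT; signal: kinetic Fluo-8 calcium fluorescence; read-out basis: % activation relative to PEA EC100 response; controls: DMSO and PEA EC100; replicates: n 1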
# CHRM1 PAM – positive allosteric modulators of human M1 muscarinic receptor | P11229 | CHO-K1 hM1, Fluo-8 calcium fluorescence, ACh EC20; 0% = ACh EC20, 100% = maximal ACh | activation, % at 3 µM | hit rate 0.088% among 360,000; in the data active means activation above about 19%, passing the limit was not always enough
# OXTR potentiate – potentiators of human oxytocin receptor | P30559 | CHO-OTR cells, Fluo-8 calcium fluorescence, potentiator mode; 0% = oxytocin EC15, 100% = EC100 | activation, % at 3 µM | hit rate 0.061% among 320,000 | AID 2445;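 active means activation above that plate's cutoff, the mean activation of tested compounds plus 3 SD, cut at about 6.6% in these data, passing the limit was not always enough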;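 further: 100% uses oxytocin at 75 nM as the full agonist control; some results filed as inactive read as strong as hits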
#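 test system = CHO-OTR cells, human receptor | compound = single-point 3.0 µM | schedule = 6 min compound pre-incubation at room temperature, 100 s kinetic read | signal = Fluo-8 no-wash calcium dye fluorescence, excitation 470-495 nm, emission 515-575 nm | repeats = single well per compound, singlicate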
# TAAR1 antagonist – antagonists of human TAAR1 | Q96RJ0 | CHO RD-HGA16 TAAR1, Fluo-8 calcium fluorescence, antagonist | inhibition, % at 3 µM | hit rate 1.5% among 360,000 | AID 624466;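 active means inhibition above a per-plate cutoff, the mean inhibition of test compounds on that plate plus 3 SD, cut at about 49% in these data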;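 further: 0% = DMSO plus EC80 beta-PEA response and 100% = DMSO alone without agonist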
#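 System: CHO RD-HGA16 cells bearing hTAAR1. Reagent: EC80 β-phenethylamine stimulus. Schedule: seeding 17-24 h prior, 75-min 37 °C, 30-min RT dye loading. Signal: Fluo-8 intracellular calcium dye fluorescence, real-time kinetic reads. Read-out: % inhibition from peak post-agonist over basal fluorescence ratio. Benchmarks: vehicle wells and EC80 agonist wells. Replicates: n of 1.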
# V1R ag counter – V1a receptor agonism, counter-screen for OXTR agonists; P37288; CHO-V1R cells, Fluo-8 calcium fluorescence, agonist mode; 0% DMSO, 100% 3 nM vasopressin; activation, % at 3 µM; hit rate 0.25% among 320,000;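 active means activation above the mean activation of all tested compounds plus 3 SD, per screening run, cut at about 20% in these data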;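 further: signal is peak over basal fluorescence ratio across a 100 second FLIPR read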
# Target sequence (P37288 whole entry, looked up): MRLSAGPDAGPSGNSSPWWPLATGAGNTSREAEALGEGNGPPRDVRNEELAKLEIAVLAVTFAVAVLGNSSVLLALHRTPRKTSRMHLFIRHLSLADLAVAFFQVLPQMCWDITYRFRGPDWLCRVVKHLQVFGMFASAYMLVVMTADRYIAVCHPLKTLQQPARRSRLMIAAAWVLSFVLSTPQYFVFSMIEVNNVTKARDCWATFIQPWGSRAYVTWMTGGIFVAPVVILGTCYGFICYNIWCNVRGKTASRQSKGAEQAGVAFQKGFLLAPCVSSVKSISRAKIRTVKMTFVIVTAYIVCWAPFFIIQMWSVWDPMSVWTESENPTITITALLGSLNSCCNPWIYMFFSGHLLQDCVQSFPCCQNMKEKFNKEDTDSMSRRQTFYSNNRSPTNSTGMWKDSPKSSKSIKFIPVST
# Active calls of the source: *; . = no result given.
structure	CHRM1 agonist	CHRM1 antagonist	OXTR ag	CHO parental Ca	TAAR1 ag	CHRM1 PAM	OXTR potentiate	TAAR1 antagonist	V1R ag counter
COc1ccc(OCC(=O)Nc2ccc3c(c2)nc2n3CCSC2)cc1	-2	-4	0.5	-12	8	3	-17	6	2.4
N/C(=N\OC(=O)c1ccc(Cl)c([N+](=O)[O-])c1)c1ccccn1	-3	11	1.3	11	1	7	-8	0	2.2
CCc1ccc(-n2c(C)n[nH]c2=S)cc1	-4	-11	-0.4	-4	0	10	-4	-17	-0.5
O=C(CN1C(=O)CSc2ccc(S(=O)(=O)N3CCOCC3)cc21)NCc1c(F)cccc1Cl	-4	-20	.	.	0	9	.	-22	.
O=C(CCSCCC(=O)N1CCCC1)N1CCCC1	1	9	1.1	-2	8	-1	-1	-10	1.1
CCOC(=O)c1cnc(-c2ccccc2O)nc1Cl	-2	8	-1.5	-5	2	0	-5	-14	-0.4
CCn1cc(C(=O)O)c(=O)c2cc(S(=O)(=O)N(C)C)ccc21	-1	-4	0.7	-10	8	3	2	7	0.8
COCCN(CCOC)C(=S)Nc1ccccc1Cl	-4	1	0.6	-11	-1	11	4	11	0.2
CCOC(=O)c1c(NC(=O)/C=C/C(=O)O)sc(C)c1-c1ccc(C)c(C)c1	-8	-2	-2.5	-6	5	5	-6	-2	-0.9
CN1CCN(C(=O)c2cc(Cl)cc(Cl)c2NC(=O)c2ccco2)CC1	-5	-11	-0.1	-2	0	13	-8	-1	1.2
CCn1c(SCC(=O)NC2CC2)nc2ccccc21	-7	-9	.	.	0	3	.	-3	.
CC(O)CNc1nc2c(c(=O)n(Cc3ccc(Cl)cc3)c(=O)n2C)n1C (stereo not given)	0	-8	0.0	-3	4	0	-1	-7	1.7
Cc1cccc(NC(=O)C2CCCN(C(=O)Nc3ccc(F)cc3)C2)c1 (stereo not given)	-4	4	-1.9	-17	-2	13	-8	17	-1.6
Cc1nc2c(C)cccc2c(SC(=N)N)c1CC=C(Cl)Cl	-2	-9	-1.6	-13	1	13	1	-24	-1.0
CCOC(=O)C1CCN(S(=O)(=O)c2ccc3c(c2)CC(C)N3C(=O)C2CCC2)CC1 (stereo not given)	-2	-12	2.8	7	-2	7	-18	-2	2.6
Cc1cc(C)nc(SC2CCOC2=O)n1 (stereo not given)	0	-15	0.7	5	5	-8	-4	7	0.4
COC(=O)c1ccc(N)cc1O	4	-15	0.7	-4	9	8	-1	-9	0.1
Fc1ccc(-c2cn3ccccc3n2)cc1	-5	-6	-2.1	-11	-1	3	-20	-11	-1.7
Cc1ccc(C(=O)N2N=C(CC(C)C)CC2(O)C(F)(F)F)o1 (stereo not given)	-12	4	-0.6	-8	-1	8	-3	3	0.0
COc1ccc(N2CC(C(=O)NCCc3ccc(Cl)cc3)CC2=O)cc1 (stereo not given)	3	-7	3.1	-14	3	2	-9	-9	3.0
O=C1CC2(CCN(C(=O)c3ccc(F)c(F)c3)CC2)Oc2ccccc21	-3	-13	0.9	-13	0	7	-5	-12	1.6
O=C(NC1CCCCC1)C(c1ccncc1)N(C(=O)Cn1nnc(-c2cccs2)n1)C1CCCC1 (stereo not given)	-6	-14	-0.5	-5	0	10	3	3	0.2
C=CCN1C(=O)C(CC(=O)Nc2ccc(OC)cc2)SC1=Nc1ccc(S(N)(=O)=O)cc1 (stereo not given)	-8	-5	-0.8	-12	1	13	-17	0	0.5
CCCC(c1nnnn1Cc1ccccc1)N1CCC(C(N)=O)CC1 (stereo not given)	-5	-22	0.6	-5	4	1	-14	11	0.0
COc1ccccc1-c1nnc(SCC(=O)O)n1C	-3	-9	0.2	26	3	15	-2	-1	-0.5
Cc1cc(C)nc(Nc2cccc(Cl)c2)n1	-6	-25	.	.	12	14	.	-27	.
O=C1NCCn2ccc(=O)cc21	-1	0	-0.5	2	2	25	-3	14	1.7
COc1ccccc1N1CCN(S(=O)(=O)CC23CCC(CC2=O)C3(C)C)CC1 (stereo not given)	-2	1	-0.5	-4	4	1	-6	17	0.1
COc1ccc(N2CCCn3c2nc2c3c(=O)n(Cc3ccccc3)c(=O)n2C)c(OC)c1	-4	9	-2.1	0	-2	1	3	-10	-1.5
Cc1ccc(C)c(N2CCN(C(=O)c3ccc(NC4=NC5CS(=O)(=O)CC5S4)cc3)CC2)c1 (stereo not given)	-3	-9	-1.2	-20	2	2	-7	-10	0.4
COc1cc(OC)cc(C(=O)NCCc2ccc(OC)c(OC)c2)c1	-2	8	-0.7	-6	19	-4	-7	-9	-1.0
CC(NC(=O)C1CCC1)c1ccc(Br)cc1 (stereo not given)	-7	-10	-2.5	10	6	9	-6	-16	-0.5
CCOC(=O)c1sc(/N=C/Nc2nc(C)c(C(=O)OCC)s2)nc1C	-1	4	.	.	7	7	.	3	.
O=C(c1ccsc1)N1CCCC(Nc2ccc(F)c(F)c2)C1 (stereo not given)	-2	6	1.2	-23	2	-2	-3	-9	1.8
C/C(=N\NC(=O)CNc1cccc2ccccc12)c1ccccc1	-3	4	0.6	-5	5	2	-7	1	0.1
CC(=O)OCCCNc1cc(Sc2nc3ccccc3s2)c2nonc2c1[N+](=O)[O-]	-12	-8	0.2	7	.	1	-5	.	-0.3
Cc1ccc(NC(=O)N/C=C/c2ccco2)c(C)c1	1	-5	0.4	4	4	8	4	6	-0.7
O=C(Cc1c[nH]c2ccccc12)Nc1ccc(N2CCOCC2)cc1	-5	-5	1.5	-4	4	5	-2	-4	1.9
O=C(COc1ccc(CO)cc1Cl)Nc1ccc(F)cc1	0	-8	2.6	-10	4	11	-12	1	2.7
COc1cccc(S(=O)(=O)NCc2ccc(C(=O)Nc3cccc(Cl)c3)cc2)c1	0	-11	4.2	16	9	-2	-17	50*	4.9

# Fetched one by one from the list above, 2 records:
structure	CHRM1 agonist	CHRM1 antagonist	OXTR ag	CHO parental Ca	TAAR1 ag	CHRM1 PAM	OXTR potentiate	TAAR1 antagonist	V1R ag counter
COc1ccc(OCC(=O)Nc2ccc3c(c2)nc2n3CCSC2)cc1	-2	-4	0.5	-12	8	3	-17	6	2.4
O=C1NCCn2ccc(=O)cc21	-1	0	-0.5	2	2	25	-3	14	1.7

# Going on with the list.
structure	CHRM1 agonist	CHRM1 antagonist	OXTR ag	CHO parental Ca	TAAR1 ag	CHRM1 PAM	OXTR potentiate	TAAR1 antagonist	V1R ag counter
COc1cc(/C=C2\N=C(c3ccccc3)OC2=O)ccc1OC(C)=O	-1	-10	0.3	-16	4	5	0	7	1.1
S=c1[nH]nc(C2CCCCC2)n1/N=C/c1ccccn1	-1	9	1.0	-2	3	-6	-2	-5	1.0
COc1ccc(OC(=O)N2CCOCC2)cc1	-2	-11	0.9	3	-1	3	-3	-1	0.6
Cc1cccc(N2CCN(C(=O)CSc3nnnn3C3CC3)CC2)c1C	-4	2	4.6	-24	0	-3	-8	17	3.4
COC(=O)CCC(=O)Nc1ccccc1C(=O)Nc1ccccc1	-3	-3	0.4	9	1	1	-11	8	0.0
Cc1ccc(CN2CCN(Cc3ccccc3C(F)(F)F)CC2)cc1	-7	-13	-1.1	-21	18	-11	-9	-11	-0.3
CCOC(=O)N1CC=C2C(C#N)=C(N)C(C#N)(C#N)[C@H](c3cccs3)C2C1 (stereo not given in full)	-3	-2	-1.1	-7	6	3	-17	0	-0.4
CC(=O)c1ccc(NC(=S)N(Cc2ccccc2)C(C)C2CC2)cc1 (stereo not given)	-5	-9	-0.7	-8	5	4	1	0	-0.8
COc1ccc(N(Cc2cc(=O)[nH]c3ccccc23)C(=O)c2ccco2)cc1	-7	-13	0.2	-19	13	4	-7	7	1.4
CSc1ncccc1C(=O)OCC(=O)c1ccc(Br)s1	-3	-4	-1.3	-20	10	2	-9	-3	0.8
Cc1cccc2cc(C(c3nnnn3CC3CCCO3)N3CCc4ccccc4C3)c(=O)[nH]c12 (stereo not given)	.	.	0.3	-18	.	.	0	.	0.2
COCC(=O)NC1CCN(S(=O)(=O)c2cccc(C(C)=O)c2)CC1	-3	-7	0.2	-7	8	3	-17	-1	2.1
CCN(CC)S(=O)(=O)c1ccc2nc(NC(=O)c3cccs3)sc2c1	0	-3	8.1	12	37	-12	-22	63*	6.2
CCN(CC)S(=O)(=O)c1ccc2c(c1)c(=O)c(C(=O)N1CCc3ccccc3C1)cn2C	-4	-2	-1.9	-15	7	5	-8	9	-0.4
CCC(=O)N1CCc2cc(Br)cc(S(=O)(=O)NCC3CCCO3)c21 (stereo not given)	-2	0	0.0	-21	5	1	-3	-1	0.0
Cc1cc(C)c(-c2cc(NC(=O)CSc3nncn3C)n(-c3ccccc3)n2)cc1C	-2	-7	-1.1	-17	10	6	-14	0	0.2
CCOCCc1nnc(NC(=O)CS(=O)(=O)c2ccc(C)cc2)s1	-3	-1	0.3	-2	2	6	0	-10	1.6
CC(C)c1ccc(OCC(=O)Nc2ccc(OC(F)(F)F)cc2)cc1	-7	-1	-0.5	-6	0	1	1	-5	-0.3
C=CCN(Cc1nc(-c2ccccc2)no1)C(=O)c1ccc2c(c1)OCO2	-5	-7	2.1	-8	7	7	-3	-13	4.0
Fc1cccc(-c2nn[nH]n2)c1	-2	-2	-0.7	0	2	6	-15	2	-0.6
COc1cccc(COC(=O)C2CC(=O)N(Cc3ccc(C)cc3)C2)c1OC (stereo not given)	-3	0	0.5	-13	0	3	0	13	-0.5
Cc1ccc(F)c(C2C3C=CCC(c4cccc(-c5ccc(N(C)C)cc5)c4)C3C(=O)N2Cc2ccccc2)c1 (stereo not given)	-4	-1	-0.9	-10	13	7	-1	-10	0.2
Cn1c(=O)c(=O)n(C)c2cc(S(=O)(=O)N3CCC(Cc4ccccc4)CC3)ccc21	-4	0	-0.4	-8	17	3	-15	-7	-0.2
O=C(CCN1C(=O)C2C3C=CC(C3)C2C1=O)N1CCN(c2ccccc2Cl)CC1 (stereo not given)	-3	2	0.8	-10	2	-2	-12	2	1.6
Cc1ccc(OCc2ccc(C(=O)Nc3nc4ccccc4n3C)o2)c([N+](=O)[O-])c1	-3	-2	-0.6	-14	1	8	-6	-8	1.6
COc1cccc(CNC(=O)CCC2CCCN(C(=O)C3CCOCC3)C2)c1 (stereo not given)	-3	8	-0.6	-13	1	0	-17	-2	-0.9

# Compounds were not picked by outcome (roughly 3.7% active in at least one column).
